High-throughput results from PubChem BioAssay.
ASAP1 GAP inh: blocks human ASAP1-stimulated Arf1 GTP hydrolysis. GDP FP detection. inhibition, % at 16.5 µM. 360,000 tested, 0.19% active. AID 624377; in the data active = inhibition above about 25%;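 note: 0% = vehicle with enzyme and substrate and 100% = no enzyme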
Tn7 DDE FP: DD(E)-Tn7 binding inhibition, primary FP screen; P02675; FP displacement of FITC-Tn7 peptide from fibrin DD(E); 0% = median of compound wells per plate; inhibition, % at 8.3 µM; 370,000 tested, 0.13% active;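 active = inhibition above the mean of compounds falling within the control limits plus 3 SD of them, cut at about 14% in these data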;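 note: 0% = plate median of compound wells and 100% = 10 µM Aha-Tn7 peptide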
Target sequence (P02675 whole entry, looked up): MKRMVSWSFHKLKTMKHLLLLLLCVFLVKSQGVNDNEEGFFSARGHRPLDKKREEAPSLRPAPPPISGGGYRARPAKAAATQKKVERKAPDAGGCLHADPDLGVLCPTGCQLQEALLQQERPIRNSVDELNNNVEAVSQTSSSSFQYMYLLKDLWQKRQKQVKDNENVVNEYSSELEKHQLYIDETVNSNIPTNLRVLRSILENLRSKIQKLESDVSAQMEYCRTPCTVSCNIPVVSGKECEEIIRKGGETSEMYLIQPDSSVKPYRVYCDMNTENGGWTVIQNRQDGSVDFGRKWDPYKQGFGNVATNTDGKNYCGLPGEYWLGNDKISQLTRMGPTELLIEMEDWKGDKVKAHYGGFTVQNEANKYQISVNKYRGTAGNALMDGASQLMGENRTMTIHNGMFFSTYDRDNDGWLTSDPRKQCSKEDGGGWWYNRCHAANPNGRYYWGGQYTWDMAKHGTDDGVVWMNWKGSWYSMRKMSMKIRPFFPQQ
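System: human fibrin DD(E); quantity: Fibrin-DD(E) at 2 µM final; also added: fluorescent Tn7 probe at 0.1 µM; compound dosing: single nominal test concentration of 8.3 µM per compound; schedule: 10 min preincubation, 3 h with tracer, room temperature; detection: fluorescence polarization of the labelled Tn7 tracer; repeats: one replicate per compound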
ARFGAP1 inhibitor: rat ARFGAP1 inhibition; Q62848; Arfgap1-stimulated ARF1 GTP hydrolysis, GDP FP detection; inhibition, % at 16.5 µM; 360,000 tested, 0.26% active; AID 651572;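 active = inhibition above a per-plate limit, mean inhibition of low control wells plus 3 SD, cut at about 25% in these data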;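 note: 0% = DMSO wells with enzyme and 100% = wells lacking Arfgap1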
Target sequence (Q62848 1-136 limits assumed): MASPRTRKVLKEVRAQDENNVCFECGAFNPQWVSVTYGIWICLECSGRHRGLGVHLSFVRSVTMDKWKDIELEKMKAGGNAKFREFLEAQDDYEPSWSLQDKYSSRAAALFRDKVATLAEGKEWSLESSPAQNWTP
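Material: truncated rat Arfgap1 GAP domain; Incubation: compound-enzyme preincubation 20 min, reaction 120 min, detection 60 min, 25 °C; Read-out: percent inhibition of Arfgap1-stimulated GTP hydrolysis; Technique: FP, GDP Alexa 633 tracer displaced from anti-GDP antibody, 620/688 nm; Controls: No-Arfgap1 wells (100%) versus DMSO full-reaction wells (0%); Replication: single well per compound.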
PLCg1 inh: inhibitors of human phospholipase C gamma1. inhibition, % at 12.2 µM. 370,000 tested, 0.84% active. AID 720700. purified PLC-gamma1, fluorogenic substrate, fluorescence. P19174; in the data active = inhibition above about 9.5%
UHRF1 MBD2 ctr: human UHRF1 methylated DNA binding inhibitors | inhibition, % at 4.4 µM | 370,000 tested, 0.75% active | UHRF1 binding to methylated oligo, TR-FRET | Q96T88; in the data active = inhibition above about 21%;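 note: UHRF1 SRA domain binding a hemimethylated CpG hairpin DNA probe; 0% = median of test compound wells and 100% = reference inhibitor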
KLK7 zymogen act: activates the human kallikrein-7 zymogen | 370,000 tested, 0.9% active | activation, % at 7 µM | purified proKLK7, EDANS-DABCYL substrate fluorescence; 100% is mature enzyme control, 0% vehicle | P49862;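 active = activation above the mean of all tested compounds plus 3 SD, computed per campaign excluding outliers beyond control limits, cut at about 13% in these data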
Target sequence (P49862 whole entry, looked up): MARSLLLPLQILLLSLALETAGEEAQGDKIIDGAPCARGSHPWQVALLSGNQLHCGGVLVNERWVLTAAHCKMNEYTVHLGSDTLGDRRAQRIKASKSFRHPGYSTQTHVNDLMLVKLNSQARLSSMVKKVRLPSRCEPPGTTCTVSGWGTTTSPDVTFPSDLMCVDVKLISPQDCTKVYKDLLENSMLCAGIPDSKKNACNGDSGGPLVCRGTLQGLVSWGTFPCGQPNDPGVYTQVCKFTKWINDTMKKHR
DDE Tn6 FP inh: inhibitors of Tn6 peptide binding to human fibrin DD(E). inhibition, % at 8.3 µM. Fibrin DD(E) TRITC-Tn6 fluorescence polarization displacement. P02675. 370,000 tested, 0.21% active. AID 720509;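 active = inhibition above a per-campaign cutoff: mean of compounds within control limits plus 3 SD, cut at about 15% in these data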;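 note: 0% = median of all compound wells on the plate and 100% = blocking peptide control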
HGIII-sPLA2 inh: Blocks human group III sPLA2 activity | Q9NZ20 | QFRET BODIPY PC-A2 liposome hydrolysis, fluorescence | inhibition, % at 12.2 µM | 370,000 tested, 0.56% active;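 active = inhibition above mean plus 3 SD of compounds lying within the high and low control bounds, cut at about 19% in these data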;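 note: 0% = median of test compound wells and 100% = no enzyme DMSO wells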
NR1D1 modulator: modulates human Rev-erb alpha binding to DNA | P20393 | Rev-erbα–FITC-DNA binding, fluorescence polarization, 90 min | activity, % at 10 µM | 370,000 tested, 0.79% active;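 active = activity above about 14%, limit read from the data; passing the limit was not always enough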;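 note: 0% = DMSO wells with 35 nM protein and 100% = DMSO wells with 750 nM protein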
PLCb3 inh: inhibitors of human phospholipase C beta3; Q01970; 370,000 tested, 0.18% active; inhibition, % at 12.2 µM; Purified PLC-beta3, fluorogenic substrate, fluorescence; in the data active = inhibition above about 11%;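 note: 0% = median of compound wells on plate and 100% = full blocker control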
* hit, by the source's call; i = inactive; · = no result given.

SMILES	ASAP1 GAP inh	Tn7 DDE FP	ARFGAP1 inhibitor	PLCg1 inh	UHRF1 MBD2 ctr	KLK7 zymogen act	DDE Tn6 FP inh	HGIII-sPLA2 inh	NR1D1 modulator	PLCb3 inh
CCc1cc(=O)oc2cc(C)cc(OCC(=O)NC3CCN(Cc4ccccc4)CC3)c12	3	-4	11	-112	-1	-1.5	-4	-4	-3	-183
CC(=O)Nc1ccc(NC(=O)CCC(=O)Oc2ccc(C)cc2)cc1	-7	7	-6	0	0	0.3	8	8	-5	-5
CSc1nnc(-c2ccco2)c(-c2ccco2)n1	5	9	-14	-25	18	0.0	-5	-2	-6	-37
Cc1c(CCC(=O)O)c(=O)oc2cc3occ(-c4ccccc4)c3cc12	-6	-5	1	-58	-4	-1.0	9	-7	1	-93
COc1ccc2cc(C(=O)NCCc3ccccc3)[nH]c2c1	-5	-5	6	-3	2	-0.1	-3	1	-8	-8
CCOC(=O)c1cc(CC)sc1NC(=O)CN1C(=O)C(=O)N(CC(C)C)C1=O	-2	-7	6	4	4	0.9	-6	14	-7	-6
CC1=C(C#N)S(=O)(=O)C(C#N)C(c2ccccc2)C1 (centres undefined)	-5	9	1	-10	-2	0.2	-1	-23	4	-15
CC1(C(=O)Nc2cccc(C#N)c2)CCN1C(=O)C1(c2ccccc2)CC1 (centres undefined)	-7	-5	1	3	0	0.7	0	-2	0	1
Cc1ccc(Oc2ccccc2/C=C/C(=O)O)cc1	7	-1	6	-5	0	0.1	3	0	-1	-7
CC(C)c1ccc(C(=O)NC2=NCCS2)cc1	3	0	1	1	4	0.7	-2	5	-5	-1
COc1ccc(CN2CCC(C(=O)N3CCN(c4ccccc4F)CC3)CC2)cc1OC	-4	0	2	9	9	0.2	1	0	3	3
CCC(c1nnc(SCC(=O)NNC(=O)c2ccccc2)n1Cc1ccccc1)N(C)C (centres undefined)	1	-2	-2	-4	1	-0.1	7	-1	-3	1
Cc1ccccc1-n1c(SC2CCOC2=O)nnc1-c1ccncc1 (centres undefined)	-1	7	-5	-5	-2	1.0	10	-3	-4	-2
O=C1N/C(=C/c2ccc(Br)s2)C(=O)N1c1ccccc1	14	2	4	6	11	-0.5	2	-17	-2	3
N#CCCN(Cc1ccccc1)C(C(=O)NC1CCCCC1)c1cc2ccccc2o1 (centres undefined)	5	-3	8	3	-1	-0.1	-3	-14	15	6
CC1(C)CC(=O)C=C(c2ccc(-c3cnn(Cc4ccccc4)c3)cc2)C1=O	-3	5	-5	-17	-1	1.5	3	-9	2	-33
c1ccc(COc2cccc(CNCc3cccs3)c2)cc1	2	-3	11	0	-1	-0.3	-1	-7	-1	0
Cc1ccc(NC2CCCN(C(=O)c3cn4cc(Cl)ccc4n3)C2)cc1C (centres undefined)	3	-2	-12	5	-4	0.2	3	3	-4	-6
COc1ccc(Nc2nc3nonc3nc2N2CCCCC2)cc1	1	-4	-4	8	5	0.0	-11	9	0	1
CCOC(=O)C1=C(C)Nc2ncnn2C1c1cccnc1 (centres undefined)	-4	5	14	0	3	0.1	-7	15	1	1
Cc1cc(C)n(/N=C/c2cccs2)c(=O)c1C#N	-3	-3	18	4	3	-0.4	-1	6	-6	2
O=C(c1cccc2c1-c1ccccc1/C2=N/O)N1CCCCC1	-9	8	-10	-12	-1	0.9	-2	-25	-1	-12
COc1ccc(CN2C(=O)CCC2(C)C(=O)NC2CCCC2)c(OC)c1 (centres undefined)	6	8	-6	3	3	0.1	-8	13	0	-3
Cc1cc([N+](=O)[O-])nn1CCCC(=O)N1CCN(c2ccc(F)cc2)CC1	-11	-7	-1	-3	-3	0.1	-4	-6	0	1
COc1ccc(C(CNC(=O)c2ccc(NS(=O)(=O)c3ccc(F)c(C)c3)cc2)N(C)C)cc1 (centres undefined)	-5	7	-4	0	0	0.5	2	-17	-5	-8
Later entries:
SMILES	ASAP1 GAP inh	Tn7 DDE FP	ARFGAP1 inhibitor	PLCg1 inh	UHRF1 MBD2 ctr	KLK7 zymogen act	DDE Tn6 FP inh	HGIII-sPLA2 inh	NR1D1 modulator	PLCb3 inh
COc1cccc(CNC(=O)c2ccccc2C(=O)NC(C)(C)C(=O)NCc2cccc(OC)c2)c1	7	2	8	6	1	-0.1	2	5	4	-9
Cc1cc(C)n(C(=O)Cc2cn3ccsc3n2)n1	5	-1	14	3	-2	-0.8	2	10	3	2
N#C/C(=C\c1ccc(OCCN2CCOCC2)cc1)C(=O)Nc1ccccc1F	12	4	5	-26	5	-0.2	-3	-25	1	-29
CN(CC(=O)Nc1cccc(F)c1)C(=O)c1ccc(S(=O)(=O)N2CCCC2)cc1	6	-4	0	3	-1	0.2	-2	2	-4	-7
COC(=O)c1ccc(Cn2ccc3ccc(-c4ccc5ccn(C(=O)c6ccccc6C)c5c4)cc32)cc1	·	4	·	-55	0	-8.5	-10	1	30*	-72
COc1ccc(CCNC(=O)Cn2cccc2C(=O)c2ccccc2)cc1OC	-4	7	-4	4	2	-1.0	9	8	0	0
COc1cc(C#Cc2c(-c3cncn3C)n(C)c3ccc(-c4ccc(OC)c(OC)c4)cc23)cc(OC)c1	5	2	8	-138	-2	-37	2	14	6	-233
CC1(C)COCN1C(=O)c1ccc(Cl)c(Cl)c1	-5	3	-1	5	0	0.5	4	0	2	5
CC(=O)N(C1=C(N)C(=O)c2ccccc2C1=O)c1ccccc1	10	1	-3	1	-11	0.1	2	12	10	-9
CC(C)OCCCNC(=O)CNC(=O)c1ccc(Cl)c(Cl)c1	2	-2	-3	0	5	0.5	-6	0	0	-6
CCC1OC(c2ccc([N+](=O)[O-])cc2)=Nc2ccccc21 (centres undefined)	1	5	-3	0	0	0.9	1	7	-2	-7
CCCOC(=O)Nc1sc2c(c1C(N)=O)CCCC2	1	-2	9	-4	-2	-0.2	11	-5	-4	-9
CC(=O)NS(=O)(=O)c1cccnc1Nc1ccc(Cl)c(Cl)c1	1	3	7	-15	1	0.0	-4	-16	-3	-13
O=C(NC1CC1)c1ccc2sc([C@H]3C[C@H](O)[C@@H](CO)O3)nc2c1	-4	4	-5	-3	1	-0.1	-1	7	-4	-2
CCN1CCc2c(OCC(=O)N3CCCc4ccccc43)cccc2C1=O	0	6	-2	1	1	-0.1	3	-1	-4	-4
CC(=O)Nc1cccc(N(C)C)c1	3	1	0	-2	1	0.1	-10	-4	-4	0
CCOC(=O)C1=C(O)/C(=C/c2ccc(OCC(=O)O)c(OCC)c2)SC1=Nc1ccccc1	14	0	-1	-33	-2	-0.1	10	-5	-8	-56
CNC(=O)c1nn(-c2ccccc2)ccc1=O	-3	4	-7	-2	-4	0.1	2	4	-2	2
COCCNC(=O)c1cc(-c2ccccc2C)nn1CC1CC(c2cccnc2)=NO1 (centres undefined)	1	-2	2	3	-1	0.2	1	3	-2	-1
CC(=O)Nc1ncc(Sc2ccc([N+](=O)[O-])cc2)s1	0	-1	11	3	1	1.0	8	4	2	3
COc1ccc(CNC(=O)c2ccc3c(c2)N(C)CCS3)cc1	-3	3	6	i	0	35*	1	4	1	i
CCOC(=O)Cc1csc(NC(=O)c2sc3nc4ccc(CC)cc4cc3c2N)n1	-4	-2	-5	-246	2	1.0	-6	-6	0	-313
Cc1ccccc1N1C(N)=NC(N)=NC1(C)C	-20	8	0	-3	2	0.6	-4	-3	·	2
CC(C)OC(=O)N(C)C[C@@H]1OCc2cn(nn2)CCCC(=O)N([C@H](C)CO)C[C@H]1C	3	4	-2	6	9	0.3	-6	15	6	10
CC(C(=O)Nc1ccccc1-c1ccccc1)N(C)Cc1nc2ccccc2c(=O)[nH]1 (centres undefined)	-11	4	5	-1	0	-0.5	0	-3	-5	-3

Among those listed so far, 3 have a COOH group:
SMILES	ASAP1 GAP inh	Tn7 DDE FP	ARFGAP1 inhibitor	PLCg1 inh	UHRF1 MBD2 ctr	KLK7 zymogen act	DDE Tn6 FP inh	HGIII-sPLA2 inh	NR1D1 modulator	PLCb3 inh
Cc1c(CCC(=O)O)c(=O)oc2cc3occ(-c4ccccc4)c3cc12	-6	-5	1	-58	-4	-1.0	9	-7	1	-93
Cc1ccc(Oc2ccccc2/C=C/C(=O)O)cc1	7	-1	6	-5	0	0.1	3	0	-1	-7
CCOC(=O)C1=C(O)/C(=C/c2ccc(OCC(=O)O)c(OCC)c2)SC1=Nc1ccccc1	14	0	-1	-33	-2	-0.1	10	-5	-8	-56

(continued)
SMILES	ASAP1 GAP inh	Tn7 DDE FP	ARFGAP1 inhibitor	PLCg1 inh	UHRF1 MBD2 ctr	KLK7 zymogen act	DDE Tn6 FP inh	HGIII-sPLA2 inh	NR1D1 modulator	PLCb3 inh
CCN1CCN(c2nc(Nc3ccc(OC)cc3)nc(N)c2[N+](=O)[O-])CC1	15	-9	5	0	-2	0.4	-3	1	7	-3
O=C(Nc1ccccc1N1CCCCC1)c1ccc(N2C(=O)c3ccccc3C2=O)cc1	0	-6	11	5	-2	-0.4	-3	3	0	3
CCN(CC)C(=O)CSc1nc2sc3c(c2c(=O)n1CCOC)CCC3	0	-3	-1	5	-2	0.1	2	3	0	-2
O=C(O)c1ccc(/C=N/N2CCN(C3c4ccccc4-c4ccccc43)CC2)cc1	2	2	-5	2	3	0.0	-10	8	-6	-7
CCN1CCN(c2c(Cl)cccc2NC(=O)c2ccc([N+](=O)[O-])o2)CC1	-7	-4	4	1	-3	-0.4	-5	-3	-1	-8
CC(C)(CNC(=O)CO/N=C1/C=C2CCC3C(C(O)C[C@@]4(C)C3CC[C@]4(O)C(=O)CO)[C@@]2(C)CC1)C(O)C(=O)O (some centres undefined)	-7	2	-5	-1	0	-0.2	-3	-8	4	-4
COc1ccc(-c2noc(CN(C(=O)c3ccc4c(c3)OCO4)C(C)C)n2)cc1	0	-5	-1	1	1	-0.1	-7	-7	8	-2
CCN1C(=O)[C@@H]2[C@@H]3CN(S(=O)(=O)c4ccc(C)cc4)[C@@H](c4ccccc4)[C@@H]3C(=O)C[C@@H]2C1=O	0	-7	-4	-3	-4	-0.2	-6	-37	4	-1
CN1C(=O)/C(=C/C=C2\SCCN2C)N(C)C1=S	5	-3	-6	2	-11	0.2	4	-5	51*	3
CCN(CC)C(=O)CC[C@H]1CC[C@]2(CCCN(C(=O)c3ccc4ccccc4n3)C2)O1	·	-3	·	-1	1	0.0	1	7	-4	3
Cc1cccc(C(C)C)c1NC(=O)CSc1ncnc2[nH]ncc12	2	7	-10	-3	-2	-0.5	6	-9	-1	-7
CN(C(=O)c1cccc(NC(=O)Cc2ccc(NC(=O)C3CCN(S(=O)(=O)c4cccc([N+](=O)[O-])c4)CC3)cc2)c1)C1CCC1	-4	-7	13	4	-1	0.8	5	-9	-2	4
CSc1ccc(-c2cccc([N+](=O)[O-])c2)nn1	-6	-2	-2	0	-2	-0.7	-2	3	3	-8
Cn1c(=O)c2cc(NC(=O)NCc3ccc(F)cc3)ccc2n1C/C=C/c1ccccc1	8	-1	5	-90	-2	-6.2	-1	-6	7	-124
O=C(O)C1C2C=CC3(CN(C/C=C/c4ccccc4)C(=O)C13)O2 (centres undefined)	-3	-1	9	1	2	0.0	-3	10	-4	-2
COc1ccc(-n2c(SCC(=O)NNC(=S)Nc3ccccc3)nc3ccccc3c2=O)cc1	·	5	·	5	-4	-0.4	-5	36*	-1	-4
